Compound activity: PubChem BioAssay, Fisher Drug Discovery Resource Center
mcGAS MS inh: inhibitors of Mus musculus cyclic GMP-AMP synthase, initial high-throughput assay, cell-free, RapidFire MS; Q8C6L5; recombinant mouse cGAS, cGAMP by RapidFire MS; inhibition, % at 12.5 µM; hit rate 0.18% among 130,000;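 active means inhibition of cGAS enzyme activity at or above 60%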;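 further: enzyme stimulated by 45 bp dsDNA with ATP and GTP substrates; cGAMP share of summed cGAMP plus half ATP and half GTP signals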
Target sequence (Q8C6L5 whole entry, looked up): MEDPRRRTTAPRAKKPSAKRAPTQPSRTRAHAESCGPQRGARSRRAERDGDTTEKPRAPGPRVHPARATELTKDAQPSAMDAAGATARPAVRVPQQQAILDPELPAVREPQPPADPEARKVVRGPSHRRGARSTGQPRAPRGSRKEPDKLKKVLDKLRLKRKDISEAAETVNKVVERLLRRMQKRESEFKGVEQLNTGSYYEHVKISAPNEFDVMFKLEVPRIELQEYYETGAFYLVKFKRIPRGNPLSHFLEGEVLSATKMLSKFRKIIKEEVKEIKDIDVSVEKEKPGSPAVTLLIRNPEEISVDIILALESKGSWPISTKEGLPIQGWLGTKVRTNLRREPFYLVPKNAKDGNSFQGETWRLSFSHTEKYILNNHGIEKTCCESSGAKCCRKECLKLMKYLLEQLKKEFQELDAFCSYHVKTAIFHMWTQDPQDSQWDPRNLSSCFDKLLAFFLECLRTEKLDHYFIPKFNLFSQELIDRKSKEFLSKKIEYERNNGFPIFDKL
* = called active by the depositor; & = joins results of further samples. A portion of the library; the hit share may differ from the screen's.

Structure | mcGAS MS inh
CNc1cncc(-c2ccccc2CO)n1 | -5
COCCCNc1nc2nonc2nc1N(C)CC1CCCN1C (centres undefined) | -6
Cc1ccc(Cn2nccc2NC(=O)c2cnc(C(C)(C)C)s2)o1 | -9
O=C(c1ccc(-c2ccccc2)cc1)C1CCCN(C(=O)CCc2ccncc2)C1 (centres undefined) | 0
CCN1c2ccccc2N(C)[C@]1(C)c1ccccc1 | 13
O=C1N(c2ccccc2)C[C@@H]2C[C@@H](c3cccn3-c3ccccn3)N3CCC[C@@]123 | -13
Cc1ccc2cc(CCNC(=O)c3cccc(C(F)(F)F)c3)c(=O)[nH]c2c1C | -6
O=C(c1ccc(-c2ccoc2)nc1)N1CCC(CCc2ccccc2)CC1 | -6
C[C@H](NC(=O)c1sccc1Br)C(=O)N1CCCCC1 | -7
CCOn1c(=O)c(-c2cc(OC)ccc2OC)[n+]([O-])c2ccccc21 | -8
COc1ccccc1OCC1c2ccsc2CCN1C(=O)CNC(C)C (centres undefined) | -9
CC1(C)C(C(=O)O)N2C(=O)C[C@H]2S1(=O)=O (some centres undefined) | -6
CC(NC(=O)c1csc(-c2cc3ccccc3o2)n1)C(=O)N1CCOCC1 (centres undefined) | 0
Cc1ccccc1CN1C(=O)C(C)Sc2ccc(C(F)(F)F)cc21 (centres undefined) | 9
CCCCCOc1ccc(C(=O)N2CCc3c([nH]c4ccccc34)C2)cc1OCCCCC | -2
O=C(CCOc1ccccc1)Nc1ccnn1C1CCN(C(=O)C2CCCC2)CC1 | -5
COc1ccc(CNC(=O)CCC2CCCN(C(=O)c3cc(C)[nH]n3)C2)c(OC)c1 (centres undefined) | 1
O=S(=O)(c1ccc2oc(-c3cccnc3)nc2c1)c1ccc2oc(-c3cccnc3)nc2c1 | -20
Cc1nc2scc(C)n2c1C=NN1CCOCC1 | 0
CCc1ccc(CN(C)Cc2nc(-c3ccc(C(F)(F)F)cc3)no2)nc1 | -6
CC(=O)Nc1ccc(S(=O)(=O)N2CCC(NC(=O)CCc3ccco3)CC2)cc1 | -6
Cc1ccccc1CC(=O)N1CC(c2ccccn2)C1 | -23
Cc1nnc(NC(=O)C2(NC(=O)c3ccc(Br)cc3)CCCCC2)s1 | -3
CCN1Cc2ccccc2CC1C(=O)N(C)Cc1ccc2c(c1)OCO2 (centres undefined) | -15
C[C@@H]1CCCN1CCC1Cc2cc(-c3ccc(C#N)cc3)ccc2O1 (some centres undefined) | -1
COC(=O)CNC(=O)C1CC1 | -5
CCN1CCN(C(=O)CCC2CCN(C(=O)CCN3CCCC3=O)CC2)CC1 | 4
O=C(NCC(O)COc1ccc(F)cc1)c1cnc2ccsc2c1 (centres undefined) | -30
COCC1CCCN(C(=O)c2coc(CN3CCN(Cc4ccccc4)CC3)n2)C1 (centres undefined) | 6
C=Cc1ccc(CN2C(=O)CON=C2c2ccco2)cc1 | -4
CCN(Cc1nc2cc(Cl)ccc2c(=O)[nH]1)C(=O)C(C)Oc1ccc(F)cc1 (centres undefined) | 8
C[C@H]1[C@@H](OC(=O)CCC(=O)O)O[C@@H]2OC3(C)CC[C@H]4[C@H](C)CC[C@@H]1[C@@]24OO3 | 1
Cc1cc(C(=O)Nc2nc3c(C)ccc(C)c3s2)n(C(C)C)n1 | -7
COc1ccc(C(C2Sc3nc(C)nn3C2=O)N2CCN(c3ccccc3F)CC2)cc1OC (centres undefined) | -5
Cc1cccc(-c2ncc(CN3CCCN(C(=O)C4CCCO4)CC3)cn2)c1 (centres undefined) | -14
Cc1ccc(C)c(COc2coc(CSc3nncn3C)cc2=O)c1 | -7
O=C(O)C1CCCN1S(=O)(=O)c1ccc(F)c(Cl)c1 (centres undefined) | -6
O=C(NC1CCc2ccccc21)c1cc(COc2ccc3c(c2)OCO3)[nH]n1 (centres undefined) | -10
Cc1ccccc1-c1cc(NC(=O)NCCCOC(C)C)on1 | -14
N#Cc1cccc(-c2cnc3c(c2)CCN3Cc2nc3ccccc3s2)c1 | -2
c1ccc(N=C2CCCC2)nc1 | -6
Cc1noc(C)c1CN1CCN2C(C(=O)NCC3CC3)=COC2=NC1=O | 1
CC1CN(C(=O)C(C)N2CCC(c3ccc(O)cc3)CC2)CC(C)O1 (centres undefined) | -25
Cc1ccc(CN(C)C(=O)c2cc(COc3ccc4c(c3)OCO4)[nH]n2)o1 | 8
COc1ccccc1C(=O)Nc1n[nH]c(-c2ccc(F)cc2)n1 | -3

As entered above:
mcGAS MS inh, c1ccc(N=C2CCCC2)nc1 stands at -6
mcGAS MS inh, Cc1ccccc1-c1cc(NC(=O)NCCCOC(C)C)on1 stands at -14
mcGAS MS inh, COc1ccc(C(C2Sc3nc(C)nn3C2=O)N2CCN(c3ccccc3F)CC2)cc1OC (centres undefined) stands at -5
mcGAS MS inh, O=C(NC1CCc2ccccc21)c1cc(COc2ccc3c(c2)OCO3)[nH]n1 (centres undefined) stands at -10
mcGAS MS inh, Cc1ccc(CN(C)C(=O)c2cc(COc3ccc4c(c3)OCO4)[nH]n2)o1 stands at 8
mcGAS MS inh, CC1CN(C(=O)C(C)N2CCC(c3ccc(O)cc3)CC2)CC(C)O1 (centres undefined) stands at -25

Remaining list, next part:
Structure | mcGAS MS inh
CC1(c2cc3ccccc3o2)NC(=O)NC1=O (centres undefined) | -14
COC(=O)NNC(=S)NC(=O)C12CC3CC(CC(C3)C1)C2 | 0
COC(=O)c1ccc2ccn(CC(N)=O)c2c1 | 4
O=C(NCc1ccco1)NC1CC(=O)N(C2Cc3ccccc3C2)C1 (centres undefined) | -8
Cc1occc1-c1nnc(SCC(=O)NCCOc2ccccc2)n1C | -10
CCC(=O)N1CCN=C1SCc1cc(C)ccc1C | -4
COC(=O)c1ccc2c(c1)CN(C(=O)Cc1ccc(F)c(F)c1)CC2 | -3
CCCCNC(=O)C1(C)CCCCN1C(=O)c1ccc(C(F)(F)F)nc1C (centres undefined) | -9
CCc1nnc2n1N=C(c1cc(F)ccc1OC)CS2 | 7
O=c1c2ncccc2n(Cc2cccc(C(F)(F)F)c2)c(=O)n1CCc1ccccc1 | -1
COc1ccc(C=C2SC(=O)N(CCNC(=O)c3ccc(C)o3)C2=O)cc1OC | -2
CNc1cncc(-c2cccc(OC)c2)n1 | -3
CN1CCN(c2ccc(NC(=O)c3cccs3)c(C(F)(F)F)c2)CC1 | -17
Cc1cc(C)cc(NC(=O)c2c(C)cc(=O)n(-c3ccccc3)c2C)c1 | -5
COC(=O)c1cc(OC(=O)C23CC4CC(CC(C4)C2)C3)n(C)n1 | -2
O=C(O)Cn1c[n+](CC(=O)O)c2ccccc21 | -6&-2
CCC(CC)C(CNc1ccc(S(=O)(=O)N2CCOCC2)cc1[N+](=O)[O-])N1CCCC1 (centres undefined) | -13
COc1ccc(S(=O)(=O)NCCCN2CCOCC2)cc1 | -6
Oc1ccc2ccccc2c1N=Nc1ccc2c(c1)OCCO2 | -16
Cc1ccccc1C(=O)N1CCCC(OCc2ccc(Br)cc2)C1 (centres undefined) | -8
Cc1cccc(CNC(=O)c2sc(=O)n(Cc3ccccc3C)c2C)c1 | -16
COc1cc(NC2CCN(S(=O)(=O)c3ccccc3)CC2)ncn1 | -8
CCN(CC)c1ncccc1CNC(=O)c1ccc(C)s1 | -3
CNS(=O)(=O)c1ccc(C(=O)N(C)C2CCCCC2)o1 | -10
O=C1CC(c2ccc3c(c2)OCCO3)c2cnn(Cc3ccncc3)c2N1 (centres undefined) | -11
O=C1c2ccccc2CN1C12CC3CC(CC(C3)C1)C2 | -7
CC(=O)Cn1c(=O)c2c(nc3oc(-c4ccc(Cl)cc4)cn32)n(C)c1=O | -6
O=c1c2cc3c(=O)n(CCN4CCOCC4)ccc3nc2ccn1CCO | -6
CCc1ccc(C2CC(=O)Nc3nn(Cc4ccccc4)c(C)c32)o1 (centres undefined) | -9
Cc1cc(C)n(CCSc2ccc3[nH]c(=O)oc3c2)n1 | 59
CCOc1ccc(Nc2nc(Nc3cccc(C(C)=O)c3)nc(C)c2[N+](=O)[O-])cc1 | -8
CC(C)NC(=O)c1cccc2c1CCCN2C(=O)c1ccc(C#N)cc1 | 0
Cc1cc(NC(=O)C2CCCN2C(=O)C23CC4CC(CC(C4)C2)C3)ccc1N1CCCC1=O (centres undefined) | 0
COC(=O)Cc1cc(=O)[nH]c(=S)[nH]1 | 4
O=C(O)C1Cc2cc(Cl)ccc2O1 (centres undefined) | 1
CC(C)Sc1nc2c(c(=O)[nH]c(=O)n2C)n1CCCc1ccccc1 | -2
O=C1CCCN1C(=O)CSc1n[nH]c(/C=C/c2ccc(F)cc2)n1 | -10
Cc1cc2c(=O)c(-c3ccc4ccccc4n3)coc2cc1O | 26
C#Cc1ccc(-c2c(-c3ccccc3)ncn2CCC(=O)OC)cc1 | -16
NS(=O)(=O)c1cccc(NC(=O)c2ccc3c(c2)CCC3)c1 | -12
Cc1cc(C(C)(O)CNc2cncc(Cl)n2)c(C)o1 (centres undefined) | 0
Cc1csc(C2(C#N)Cc3ccccc3N3CCCC32)n1 (centres undefined) | 5
COc1ccc(-c2noc(Nc3cc(OC)ccc3OC)n2)cc1 | 13
C[n+]1cn(C2=C(NS(=O)(=O)c3ccccc3)C(=O)c3ccccc3C2=O)c2ccccc21 | 43
O=C(Nc1nnc(-c2ccc(F)cc2)o1)C1CCN(S(=O)(=O)c2ccccc2C(F)(F)F)CC1 | -2
CCCN(CC(=O)N(C)C)Cn1ncn(-c2ccccc2C)c1=S | -1
Cc1cc(C)nc(NS(=O)(=O)c2ccc(F)cc2)n1 | -3
Cc1ccccc1C(=NCCCN(C)C)c1ccccc1C | 3
Cc1c(C(=O)NCc2ccc(C#N)cc2)sc(=O)n1Cc1cccc(F)c1 | -7
COc1ncccc1-c1cncc(C(=O)N2CCCCC2)n1 | -24
COc1csc(C(=O)OC(c2cnn(C)c2)C(F)(F)F)c1 (centres undefined) | 6
Cc1cccc(CN2CCN(C(=O)CC3=CCNCC3)C(C)C2=O)c1 (centres undefined) | -5
Fc1ccc(Oc2ncccn2)c(Cl)c1 | 11
COc1ccc(-n2c(C)c(C)c(C#N)c2NC(=O)CN(C)CC(=O)N(C)C)cc1 | -20
CCC(NC(=O)c1ccncc1)c1ccccc1OC (centres undefined) | -9
O=P(CCC(F)(F)F)(CCC(F)(F)F)CCC(F)(F)F | -10
Cc1ccccc1CC1(CO)CCCN(C(=O)Cc2c(F)ccc(F)c2F)C1 (centres undefined) | -11
CCN(CC)C(=O)C(=O)N1CCc2nc(N(C)C)[nH]c(=O)c2CC1 | -20
CN(C)CCn1c(C#N)cc2ccccc21 | -6
COc1ccc(COCC(O)CN(C)C(C)c2ccccc2)cc1 (centres undefined) | -56

Reformatted field by field: part of the list above
COc1ccc(-n2c(C)c(C)c(C#N)c2NC(=O)CN(C)CC(=O)N(C)C)cc1
  mcGAS MS inh = -20

CCC(NC(=O)c1ccncc1)c1ccccc1OC (centres undefined)
  mcGAS MS inh = -9

Later entries:
Structure | mcGAS MS inh
CCCCOc1c(I)cc(CNCCN(C)C)cc1OCC | -12
Cc1ccccc1-c1csc(NC(=O)C2CNC(=O)N2)n1 (centres undefined) | -9
O=C(c1c[nH]n2ccnc12)N1CC[C@@H](c2ccc3ccccc3c2)[C@H](O)C1 | -16
CCOC(=O)Nc1ccc2c(c1)C(=O)Nc1ccccc1O2 | -8
CN(C)C(=O)CCCS(=O)(=O)c1nnc(-c2cccs2)n1C1CC1 | -6
O=C(CC1CNCCO1)NCc1cnn2ccccc12 (centres undefined) | -9
Cc1cccnc1CC(C)NC(=O)Cn1c(=O)cc(C)c2ccccc21 (centres undefined) | -18
O=C(Oc1c(-c2ccccc2)c(=O)n2c3c(cccc13)CC2)c1ccco1 | -7
Cc1cc2nc(C)c(CCC(=O)NC3CCCCC3C)c(C)n2n1 (centres undefined) | 2
O=C(c1nnc2n1CCN(Cc1cc3ccccc3o1)C2)N1CCOCC1 | -8
Cc1ccc(CC2(NC(=O)C3CNCCO3)CC2)cc1 (centres undefined) | -14
Cn1c(Cn2c(=O)sc3ccccc32)nnc1SCc1ccccn1 | 6
CN(CC(=O)N1CC(C)(C)C1c1ccccc1)S(=O)(=O)c1ccc(Br)cc1 (centres undefined) | -3
CCc1cnc2c(c1N1CCC(Cc3ccccc3)CC1)c(=O)n(C)c(=O)n2C | -6
Cn1nc([N+](=O)[O-])nc1Oc1ccc(Br)cc1 | -21
Cc1ccc(C)c(S(=O)(=O)CCN2CCN(Cc3ccccc3F)CC2)c1 | -30
Cc1cnc(C(=O)N(C)C(C)C(C)(C)C)cn1 (centres undefined) | -13
O=C(c1ccnc(NC2CC2)c1)N1CCCC1Cc1ccccc1 (centres undefined) | 5
COc1nc2ccccc2cc1C1CC(=O)Nc2n[nH]c(C3CCC3)c21 (centres undefined) | -13
Cc1cccnc1C(=O)N1CC[C@H](O)C[C@@H]1C(=O)O | 24
Cc1noc(C(C)OC(=O)C2CC(=O)N(Cc3ccccc3)C2)n1 (centres undefined) | -6
COCCCN1C(=O)c2ccc(C(=O)Nc3nc(-c4ccccc4)cs3)cc2C1=O | -11
N#CC1C(=N)Oc2n[nH]c(-c3ccccc3)c2C1c1ccc(O)cc1 (centres undefined) | -8
CC1CCCCN1Cc1nc2c(c(=O)n(C)c(=O)n2C)n1Cc1c(F)cccc1Cl (centres undefined) | 0
Cn1c(COc2cccc3ccccc23)nc2ccccc21 | 16
O=C(NCC1CCCN(C(=O)Nc2ccccc2-c2ccccc2)C1)c1ccco1 (centres undefined) | 4
O=C(Cn1nnc(-c2cccs2)n1)c1ccc[nH]1 | 7

A portion taken from the entries so far:
Structure | mcGAS MS inh
CC1CCCCN1Cc1nc2c(c(=O)n(C)c(=O)n2C)n1Cc1c(F)cccc1Cl (centres undefined) | 0
Cn1c(COc2cccc3ccccc23)nc2ccccc21 | 16
O=C(NCC1CCCN(C(=O)Nc2ccccc2-c2ccccc2)C1)c1ccco1 (centres undefined) | 4
O=C(Cn1nnc(-c2cccs2)n1)c1ccc[nH]1 | 7
